Dynein transport = dynein cargo transport inhibition; actives 0.47% (n = 220,000); AID 1381; 3617.4 mouse cells, GR-EGFP nuclear translocation imaging; test concentration mostly 20 µM; stimulated with dexamethasone, 1 µM; active compounds read low; z-score, hits read low;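 active = plate z-score of nuclear minus cytoplasmic receptor signal below a set negative limit, without overly bright fluorescence or cell loss, cut at about -3.5 in these data, passing the limit was not always enough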;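 also: z-score of nuclear minus cytoplasmic ring GR-EGFP intensity difference per well; some compounds called inactive have numbers as strong as hits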
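Buffer or medium: tet-free, stripped-serum medium; Also added: dexamethasone, 1.0 µM final; Technique: high-content fluorescence imaging after fixation; Times: 48 h induction, 1 h compound, 30 min dex at 37 °C; Read-out: per-cell GR-EGFP intensity, nucleus versus surrounding cytoplasmic ring, well-averaged.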
KOR beta-arrestin-1 = kappa opioid receptor blockers – cell-based, luminescence, uHTS (AID 1778); KOR beta-arrestin recruitment, luminescence, antagonist mode; higher % means a stronger effect; inhibition, % at 10 µM; hits with a dose series show IC50 in µM; actives 0.091% (n = 290,000); also: strong numbers were not always called active
NOD1 inhibition = inhibition of NOD1-driven NF-kB reporter – cell-based, luminescence, uHTS, primary screen (AID 1578). actives 1% (n = 290,000). NOD1-driven NF-kB luciferase reporter cells, luminescence; higher % means a stronger effect. one-dose inhibition, % at 4 µM; EC50 in µM for titrated hits; in the data active = inhibition mostly above about 36%, no sharp cut-off; inactive = mostly below about 34%;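 also: HEK-293T reporter cells stimulated with the NOD1 agonist gamma-tri-DAP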
AID2073 = inhibitors of Mint1-CaV2.2 protein interaction, biochemical, HTRF (AID 2073); HTRF protein-protein interaction, Mint1-CaV2.2; higher % means a stronger effect; one-dose inhibition, % at 20 µM; IC50 in µM for titrated hits; actives 0.19% (n = 290,000); in the data active = inhibition mostly above about 51%, no sharp cut-off; inconclusive = no clear call, values can overlap the other calls; inactive = mostly below about 53%; also: some results filed as inactive read as strong as hits
GPR55 beta-arrestin = GPR55 agonists via beta-arrestin recruitment, primary screen, imaging, U2OS cells, beta-arrestin-GFP redistribution (AID 1961); U2OS GPR55 beta-arrestin-GFP redistribution imaging; higher % means a stronger effect; actives 0.048% (n = 290,000); activation, % at 10 µM; hits with a dose series show EC50 in µM;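 active = activation above 40% with more than 50 cells counted in the well; inconclusive = wells holding fewer than 50 cells, flagged as toxic or sparse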;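 also: U2OS osteosarcoma cells stably expressing GPR55 and beta-arrestin-GFP; plate controls were DMSO negative control for no effect and LPI positive control for full effect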
P. falciparum M17LAP = P. falciparum M17LAP inhibitors, primary screen, biochemical, fluorogenic H-Leu-NHMec substrate, 1536-well (AID 1619) | recombinant M17LAP, H-Leu-NHMec fluorogenic kinetic assay; higher % means a stronger effect | actives 0.38% (n = 220,000) | inhibition, % at 30 µM, or IC50 in µM where a hit was titrated;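 active = compound inhibiting the enzyme by more than half at any dose during confirmatory dose-response retesting; inconclusive = strong single-dose inhibitors picked by rank but not retested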;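 also: plate controls were full reaction with DMSO carrier for no effect and no enzyme background for full effect; strong numbers were not always called active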
KOR beta-arrestin-2 = KOR agonists, beta-arrestin recruitment, primary screen, cell-based, luminescence, uHTS (AID 1777). KOR beta-arrestin recruitment, luminescence; higher % means a stronger effect. one-dose activation, % at 10 µM; EC50 in µM for titrated hits. actives 0.02% (n = 280,000); in the data active = activation above about 50%, passing the limit was not always enough; also: a part of the inactive calls stands beside numbers as strong as those of hits
M1AAP inhibition = malaria alanyl aminopeptidase activity blockers – biochemical, fluorogenic H-Leu-NHMec substrate, 1536-well (AID 1445); inhibition, % at 30 µM; hits with a dose series show IC50 in µM; recombinant M1AAP, H-Leu-NHMec fluorogenic kinetic assay; higher % means a stronger effect; actives 0.42% (n = 220,000);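 active = primary inhibition above the hit cutoff, then over 50% inhibition at one or more dose response concentrations, cut at about 23% in these data, passing the limit was not always enough; inconclusive = conflicting primary data, or primary hits not chosen for dose response; inactive = low primary inhibition, or under 50% at every dose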;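 also: plate controls were DMSO full reaction for no effect and no enzyme background for full effect; strong numbers were not always called active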
HEK293 NOD2/NF-kB = inhibition of NOD2-driven NF-kB reporter – cell-based, luminescence, uHTS, HEK293 (AID 1566); inhibition, % at 4 µM, or EC50 in µM where a hit was titrated; HEK293 NOD2/NF-kB luciferase reporter, luminescence; higher % means a stronger effect; actives 0.63% (n = 290,000); also: many of its hits are not listed in these tables
Dynein transport cytoplasmic EGFP = also measured in Dynein transport; calls as there; z-score; measured here: cytoplasmic GR-EGFP intensity; active compounds read high
Dynein transport nuclear GR-EGFP = also measured in Dynein transport; calls as there; z-score; measured here: nuclear GR-EGFP intensity;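 lower value marks the stronger effect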
Dynein transport cell count = recorded beside Dynein transport, whose call it bears; z-score; measured here: cell count per field
An asterisk follows results filed as active; ? = inconclusive; · = no result given; [ ] = another dose, or the depositor's remark. Rule as the data show it, unless noted: active = inhibition above about 50%; inactive = the rest. This is a subset; count on the stated rates, not on these rows.

Value order – Dynein transport | Dynein transport cytoplasmic EGFP | Dynein transport nuclear GR-EGFP | Dynein transport cell count | KOR beta-arrestin-1 | NOD1 inhibition | AID2073 | GPR55 beta-arrestin | P. falciparum M17LAP | KOR beta-arrestin-2 | M1AAP inhibition | HEK293 NOD2/NF-kB
1	Cc1ccc(S(=O)(=O)N2CCCCC2C(=O)NCc2ccco2)cc1 (centres undefined)
→ -1.3 | -0.079 | -0.51 | -0.069 | 4% | 35% | -1% | -0.1% | 5% | -2.4% | 10% | -10%
2	N#Cc1ccccc1CSc1ccc(-c2nc3ccccc3[nH]2)cn1
→ 1.1 | -0.27 | 0.86 | -1.2 | 36% | 40% | 1% | -0.3% | -28% | -3.6% | 3% | -20%
3	CCNC(=O)CC1C(=O)N(c2ccc(C)cc2)C(=O)N1CCc1ccc(OC)c(OC)c1 (centres undefined)
→ -0.44 | -0.11 | -0.084 | -0.0025 | 14% | 11% | 6% | 0.5% | 9% | -0.9% | 2% | 16%
4	Cc1cccc(N2CCN(C(=O)n3ccnc3)CC2)c1C
→ -0.66 | -0.2 | -0.15 | 0.44 | -5% | 36% | -7% | 0.0% | -1% | -4.8% | 4% | 40%
5	Cc1nc2nc(COc3ccccc3)nn2c(C)c1Cl
→ 0.19 | -0.15 | 0.49 | 0.48 | -13% | -10% | 1% | 0.0% | -4% | -5.6% | 2% | -9%
6	Cc1ccc(CCNC(=O)CCn2ccc3cc(S(=O)(=O)N4CCCC4)ccc32)cc1
→ · | · | · | · | -20% | -36% | 11% | -0.2% | · | -1.6% | · | -12%
7	COc1ccc(CC2(CO)CCN(Cc3cccc4nccnc34)CC2)cc1
→ -0.69 | -0.19 | -0.19 | -0.62 | -2%[20 µM] | -23% | -4% | -0.1% | -26% | · | 0% | 12%
8	COC(=O)Cc1c(C)c2cc(Cl)c(OC(=O)c3ccco3)cc2oc1=O
→ -0.54 | -0.24 | -0.21 | 0.34 | 10% | -7% | 16% | 0.2% | -152% | 2.6% | ? | 3%
9	Cc1cc(NC(=O)CC(C)C)c(=O)n(Cc2ccccc2F)c1
→ · | · | · | · | -22%[20 µM] | -32% | 6% | 0.3% | · | · | · | -4%
10	CCCSc1nc(-c2ccccc2)cc(C(F)(F)F)c1C#N
→ -0.031 | -0.18 | -0.095 | -0.19 | -16% | 12% | 18% | -0.1% | -8% | 2.4% | 2% | 4%
11	COc1cccc(NC(=O)C2CCN(S(=O)(=O)c3ccc4c(c3)N(C(C)=O)CCO4)CC2)c1
→ · | · | · | · | 13% | -8% | 0% | 0.2% | · | 3.2% | · | 19%
12	CCOc1ccccc1N1CCN(Cc2ccco2)CC1
→ -0.77 | -0.32 | -0.24 | 0.75 | · | 41% | 49% | -0.1% | 9% | -1.1% | 3% | -28%
13	CCOC(=O)c1cnc2c(Cl)c(Cl)ccc2c1N1CCN(C)CC1
→ -0.1 | -0.19 | -0.12 | 0.11 | -22% | 1% | -4% | 0.1% | 13% | 4.3% | 3% | 6%
14	COc1ccc(-c2csc(NC(=O)COc3ccc(N(C)S(=O)(=O)c4ccc(C)cc4)cc3)n2)cc1
→ -0.64 | -0.092 | -0.019 | -0.32 | 10% | 18% | 7% | -0.2% | -14% | 7.7% | 4% | 16%
15	O=P(OC1CCCCC1)(OC1CCCCC1)C(Nc1ccccc1)c1cccnc1 (centres undefined)
→ -0.47 | -0.28 | -0.34 | 0.8 | -59% | -4% | 8% | -0.3% | -12% | 4.1% | -2% | -21%
16	CCNS(=O)(=O)c1ccc(NS(=O)(=O)c2cc(C)ccc2C)cc1
→ -0.49 | -0.25 | -0.32 | 1.2 | 8% | -18% | -6% | 0.3% | 1% | 5.7% | -6% | -8%
17	O=C(C1=C(O)C(=O)N(Cc2ccco2)C1c1cccs1)c1cccs1 (centres undefined)
→ 0.094 | -0.066 | -0.34 | 0.83 | · | -28% | 21% | -0.4% | 38% | -0.8% | 8% | -10%
18	NS(=O)(=O)c1ccc(NC(=O)NC2CCCCC2)cc1
→ 1.3 | 0.043 | 1 | -0.07 | -30% | -15% | 0% | 0.6% | -4% | 0.1% | 5% | -3%
19	COc1ccc(C(=O)NCc2ccncc2)cc1OC
→ 0.95 | -0.22 | 0.87 | -0.97 | -12%[20 µM] | -24% | 0% | -0.1% | -6% | -1.2% | 3% | 16%
20	COc1cc(N)ccc1NC(=O)c1cc2ccccc2o1
→ · | · | · | · | -22% | -64% | -4% | -0.1% | · | 5.1% | · | -40%
21	CCOC(=O)c1c(C)[nH]c(C)c1S(=O)(=O)N(C)CC(=O)Nc1ccccc1
→ · | · | · | · | -51% | -13% | 4% | -0.1% | · | 4.0% | · | 10%
22	CCOc1ccc(CNS(=O)(=O)c2c(C)nc3sccn3c2=O)cc1OC
→ · | · | · | · | 14%[20 µM] | -9% | 0% | -0.1% | · | -6.5% | · | 1%
23	Fc1ccccc1/C=C1\CCCC2=C1Nc1nnnn1C2c1ccccc1F (centres undefined)
→ -0.88 | -0.2 | -0.14 | 0.1 | -1% | 11% | -7% | 0.1% | -6% | -0.1% | 8% | 0%
24	Cn1c2c(c(=O)n(C)c1=O)CN(Cc1ccc(F)cc1)CN2
→ -0.31 | -0.24 | 0.0089 | 0.4 | -8% | -1% | -8% | -0.2% | 7% | -0.8% | -1% | 8%
25	O=C(COc1ccc(C(F)(F)F)cc1[N+](=O)[O-])Nc1cccc(C(F)(F)F)c1
→ -0.067 | -0.33 | -0.38 | 0.15 | 8% | -27% | 3% | -0.2% | -11% | -0.2% | -1% | 3%
26	CCSc1nnc(NS(=O)(=O)c2ccc(C)cc2)s1
→ -0.66 | -0.27 | -0.59 | 0.65 | -47% | -21% | 17% | -0.2% | 32% | 2.0% | 10% | 6%
27	COc1cc(/C=C(\NC(C)=O)C(=O)NC(C)(C)C)ccc1OC(C)=O
→ -0.36 | -0.31 | -0.29 | 0.48 | 1% | -15% | -4% | -0.2% | 6% | 0.8% | 2% | 10%
28	O=C(CSc1nc2ccccc2[nH]1)N/N=C/C=C/c1ccccc1[N+](=O)[O-]
→ 0.43 | -0.26 | 0.23 | -0.67 | -1% | 24% | -10% | -0.3% | 5% | 0.1% | 2% | 2%
29	Cc1c(C(=O)Nc2ccccc2)sc2ncn(CC(=O)N3CCCCC3)c(=O)c12
→ · | · | · | · | -9% | -9% | 7% | 0.2% | · | -1.0% | · | 6%
30	CC(C1CCN(Cc2nc(C3CC3)no2)CC1)N1CCOCC1 (centres undefined)
→ -1.1 | -0.065 | -0.52 | 0.73 | 17%[20 µM] | -23% | 5% | -0.1% | 7% | · | 1% | 3%

(more compounds)
Value order – Dynein transport | Dynein transport cytoplasmic EGFP | Dynein transport nuclear GR-EGFP | Dynein transport cell count | KOR beta-arrestin-1 | NOD1 inhibition | AID2073 | GPR55 beta-arrestin | P. falciparum M17LAP | KOR beta-arrestin-2 | M1AAP inhibition | HEK293 NOD2/NF-kB
31	Cc1ccc(NC(=S)NNC(=O)Cn2nc(C(F)F)cc2C(F)F)cc1
→ 1 | -0.26 | 1.5 | -1.1 | -22% | -20% | -9% | 1.0% | 1% | -3.0% | -11% | 0%
32	NCCSc1c(-c2ccccc2)[nH]c2ccccc12
→ -0.13 | -0.32 | 0.24 | 0.04 | -10% | -3% | -7% | 0.3% | -2% | -2.6% | 2% | 6%
33	COc1cc(S(=O)(=O)Nc2ccc(C)cc2)ccc1N=Cc1c(C)[nH]n(-c2ccccc2)c1=O
→ -0.53 | -0.32 | -0.53 | 0.84 | -3% | 4% | -2% | -0.1% | 0% | 3.7% | 10% | 10%
34	Cc1nnc(SCC(=O)NC2CCS(=O)(=O)C2)n1-c1ccccc1 (centres undefined)
→ -0.21 | -0.099 | -0.24 | 0.88 | 7% | -26% | 9% | 0.3% | -1% | -3.0% | -1% | 1%
35	CCCn1c(N2CCN(S(=O)(=O)Cc3ccccc3)CC2)nc2ccccc21
→ 0.69 | -0.034 | 0.55 | -1.2 | 10% | 4% | ? | 0.2% | -6% | -1.7% | 6% | -9%
36	COc1cc(/C=N/NC(=O)C2(O)c3ccccc3-c3ccccc32)ccc1O
→ -0.37 | -0.25 | -0.033 | 0.39 | 24% | -28% | 1% | 0.0% | 4% | -4.9% | 10% | 1%
37	CCC1CCCCN1CCN1C(=O)C2C(C(=O)Nc3ccc(OC)cc3)C3C=CC2(O3)C1C(=O)NC1CCCCC1 (centres undefined)
→ · | · | · | · | -9% | -17% | 6% | 0.0% | · | -0.5% | · | -2%
38	O=C(Cc1ccccc1)Nc1ccc2oc(=O)ccc2c1
→ -0.19 | -0.36 | 0.11 | 0.57 | 13%[20 µM] | -12% | 10% | 0.5% | · | · | · | 25%
39	CCN(CC)C(=O)c1ccc(C(=O)c2c(C)cc(C)cc2C)cc1
→ -0.097 | -0.14 | -0.022 | 0.96 | · | 37% | 6% | -0.1% | 4% | 1.2% | -1% | 13%
40	NC(=O)NC(=O)COC(=O)CN1C(=O)C2CCCCC2C1=O (centres undefined)
→ -0.023 | -0.19 | -0.23 | -0.24 | -12% | -13% | 4% | 0.0% | 1% | -3.8% | -1% | 15%
41	COC(=O)c1ccc(C(=O)OC)c(NC2=NS(=O)(=O)c3ccccc32)c1
→ -1.2 | -0.19 | -0.55 | 0.89 | 18% | -20% | -7% | 0.5% | -11% | -2.7% | 0% | -6%
42	Cc1cc(C(F)F)n2nc(C(=O)Nc3ccccc3F)nc2n1
→ 0.38 | 0.44 | 0.99 | -0.22 | -12% | -14% | -4% | -0.1% | 2% | 0.2% | 3% | 8%
43	[O-][n+]1onc2c1C(N1CCOCC1)CCC2N1CCOCC1 (centres undefined)
→ -0.51 | 0.57 | -0.13 | 0.64 | -12% | -23% | -4% | -0.2% | 3% | -3.7% | 2% | 2%
44	Cc1[nH]c2ccccc2c1SCC(=O)Nc1nccs1
→ -0.2 | -0.22 | -0.69 | 0.63 | -29% | -82% | 3% | -0.6% | 6% | 3.0% | -2% | -79%
45	CCC(C)(C)NC(=O)CN(Cc1ccc2c(c1)OCO2)C(=O)CCC(=O)Nc1cc(C)ccn1
→ · | · | · | · | 42% | -23% | 12% | -0.1% | · | 1.5% | · | -1%
